Assay outcomes (PubChem)
hERG WT inh – qHTS for Inhibitors of KCHN2 3.1: Wildtype qHTS. 340,000 compounds, 0.37% hits. U2OS, BacMam KCNH2, thallium flux FluxOr; hits give low values. AID 720551, 2013. activity change, % at 1.84 µM;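 active means maximum activity change below -70%; inconclusive means maximum activity change between -70% and -50%; inactive means maximum activity change above -50%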; further: on the % scale 0 is the no-effect control and ±100 the full control effect
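U2OS cells were transduced with wild-type KCNH2 virus (2.03 x 10^8 / mL) for 4 h at room temperature, then cultured overnight at 37 C. Thallium flux was read with FluxOr dye. Rate constants were normalized to DMSO controls.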
Menin-MLL TR inh – qHTS Assay for Inhibitors Targeting the Menin-MLL Interaction in MLL Related Leukemias: Competition With Texas Red Labeled MLL-derived Mutant Peptide; AID 1768, 2009; 270,000 compounds, 0.23% hits; Potency, µM (top dose mostly 61.6 µM), without a hit: top-dose FP activity change, negative = inhibition, usual class: inhibitors; Menin + Texas Red MLL mutant peptide, fluorescence polarization; active means well fitted inhibition curve with a large enough effect in the polarisation, with a control signal flat, not every such curve was filed as active; inconclusive means small, poorly fitted or top-dose-only effect, or effect the other way, or a change in a side signal; inactive means no such curve, though single readings can be large or run the other way; the % refers to the polarisation; further: potency means the concentration at half of the fitted maximal effect; % of control where 0% means no effect; many of its hits are not listed in these tables
KCNH2 3.1 block – qHTS for Inhibitors of KCHN2 3.1: Mutant qHTS; activity change, % (tested at about 1.8 µM); AID 720553, 2013; 340,000 compounds, 0.95% hits; Potassium voltage-gated channel subfamily H member 2, brain isoform KCNH2 3.1 (human); U2OS KCNH2 3.1, thallium flux FluxOr; hits give low values;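 active means maximum activity change below -70%; inconclusive means maximum activity change from -70% to -50%; inactive means maximum activity change above -50%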;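 further: thallium influx rate constant from kinetic fluorescence after stimulation buffer; on the % scale 0 is the no-effect control and ±100 the full control effect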
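FluxOr-based Tl+ influx in U2OS cells transduced with KCNH2 3.1 virus; rate constants normalized to DMSO controls.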
Giardia kill – Small Molecules that selectively kill Giardia lamblia: qHTS | AID 540267, 2011 | Giardia lamblia trophozoite viability | activity change, % at 7.66 µM, hits read low | 340,000 compounds, 0.15% hits; in the data active means activity change below about -80%; inconclusive means between about -30% and that limit;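 further: parasites exposed to compound for two days anaerobically before the ATP read; on the % scale 0 is the no-effect control and ±100 the full control effect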
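Luminescence from cellular ATP indicates surviving trophozoites (100 cells/well) following 48 hrs anaerobic compound treatment at 37 deg C; signal develops 15-30 min at room temperature.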
MLL CXXC-DNA inh – qHTS Fluorescence Polarization Assay for Inhibitors of MLL CXXC domain - DNA interaction; MLL-CXXC / FITC-HOXA9 DNA fluorescence polarization; Potency, µM (series often up to 115 µM), without a hit: top-dose activity change, negative = inhibition, hits mostly inhibitors; 290,000 compounds, 0.037% hits; AID 2662, 2010; active means well fitted inhibition curve with a large enough effect in the polarisation, with a control signal flat, not every such curve was filed as active; inconclusive means small, poorly fitted or top-dose-only effect, or effect the other way, or a change in a side signal; inactive means no such curve, though single readings can be large or run the other way; the % refers to the polarisation; further: potency means the concentration at half of the fitted maximal effect
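Steps: dispense CXXC domain solution (7 uM) → pin compounds or unlabeled HOX-A9 DNA control → 5 min ambient → add FLSN-HOX-A9 solution (50 nM) → spin → 30 min ambient → fluorescence polarization. Tris pH 7.5/NaCl/DTT/BSA buffer.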
GALK inh – qHTS Assay for Inhibitors of Human Galactokinase (GALK); P51570; Purified GALK, Kinase-Glo residual ATP luminescence; Potency, µM (series often up to 57.5 µM), without a hit: at the highest dose activity change, negative = inhibition, hits mostly inhibitors; 270,000 compounds, 0.007% hits; further: potency means the concentration at half of the fitted maximal effect; on the % scale 0 is the no-effect control and ±100 the full control effect
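Luminescence from leftover ATP (Ultra-Glo luciferase/luciferin) served as read-out after a 1 h room-temperature reaction of 5 nM GALK with 35 uM ATP and 100 uM galactose.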
FBPA coupling cs – qHTS Assay for Inhibitors of Fructose-1,6-bisphosphate Aldolase from Giardia Lamblia: Coupling assay counterscreen. coupling enzyme system counterscreen, AmpLite Red fluorescence. activity change, negative = inhibition, % at 58.2 µM, hits read low. 290,000 compounds, 0.67% hits; in the data active means activity change below about -30%; further: on the % scale 0 is the no-effect control and ±100 the full control effect
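First, compound is pin-transferred into glyceraldehyde-3-phosphate coupling-enzyme reagent at 57.5 uM final and held 10 min at RT. Next, substrate, coupling system and AmpLite Red are added. After 20 min RT, fluorescence (525/598 nm) is read.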
B2AR arrestin – qHTS assay of beta-arrestin-biased ligands of beta2-adrenergic receptor; Beta-2 adrenergic receptor (Homo sapiens), P07550; beta-arrestin recruitment to beta2AR, cell-based reporter; Potency, µM (doses to about 46.1 µM), for the others: top-dose activation, usual class: activators; 330,000 compounds, 0.02% hits; AID 492947, 2010;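 further: potency means the concentration at half of the fitted maximal effect; 0% = DMSO controls and full agonism = EC100 isoproterenol or metaproterenol; nearly all actives have a fitted effect of over 65% in size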
TRPV1 agonist – HTS Assay for Compounds that Act as Agonists of the Vanilloid Receptor 1; 320,000 compounds, 0.19% hits; Transient receptor potential cation channel subfamily V member 1 (Homo sapiens), Q8NER1; AID 540275, 2011; activation, % at 8.33 µM; TRPV1-expressing cells, Fluo-8 calcium influx, agonist mode; in the data active means activation above about 80%; inconclusive means between about 30% and that limit; further: 0% is about no effect
Target sequence (Q8NER1 whole entry, looked up): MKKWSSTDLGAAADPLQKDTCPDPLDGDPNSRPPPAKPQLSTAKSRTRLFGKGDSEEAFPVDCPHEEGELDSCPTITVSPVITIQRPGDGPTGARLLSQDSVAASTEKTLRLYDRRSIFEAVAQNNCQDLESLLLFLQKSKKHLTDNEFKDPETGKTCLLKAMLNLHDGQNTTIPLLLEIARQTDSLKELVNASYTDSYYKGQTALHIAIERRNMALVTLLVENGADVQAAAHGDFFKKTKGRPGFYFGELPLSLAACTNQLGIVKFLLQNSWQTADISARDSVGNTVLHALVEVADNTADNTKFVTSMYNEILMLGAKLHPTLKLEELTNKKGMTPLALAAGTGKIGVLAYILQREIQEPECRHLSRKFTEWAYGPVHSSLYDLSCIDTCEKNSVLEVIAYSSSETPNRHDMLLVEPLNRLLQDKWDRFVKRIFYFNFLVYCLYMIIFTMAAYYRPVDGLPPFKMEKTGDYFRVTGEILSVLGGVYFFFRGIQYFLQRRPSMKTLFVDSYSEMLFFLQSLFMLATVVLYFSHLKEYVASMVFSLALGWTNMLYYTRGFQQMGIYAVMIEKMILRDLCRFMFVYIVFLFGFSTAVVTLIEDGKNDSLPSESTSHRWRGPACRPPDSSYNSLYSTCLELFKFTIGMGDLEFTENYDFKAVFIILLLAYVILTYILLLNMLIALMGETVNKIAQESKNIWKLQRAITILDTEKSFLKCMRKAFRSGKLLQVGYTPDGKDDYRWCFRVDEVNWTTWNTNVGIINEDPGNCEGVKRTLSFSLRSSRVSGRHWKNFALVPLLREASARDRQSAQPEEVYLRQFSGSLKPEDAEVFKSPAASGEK
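TRPV1-expressing cells were cultured overnight at 35.5C and loaded with Fluo-8 calcium dye for 40 to 90 min at room temperature. After a 10 s baseline, compound was added and calcium influx was read kinetically for 3 min (ex 480/em 520 nm).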
USP2a block – qHTS Assay for Inhibitors of Ubiquitin-specific Protease USP2a Using CHOP2 as the Reporter | Ubiquitin carboxyl-terminal hydrolase 2 (Homo sapiens), O75604 | USP2 core, Ub-CHOP2 coupled fluorogenic reporter, 485/531 | Potency, µM (series often up to 38.3 µM), without a hit: at the top dose activity change, negative = inhibition, hits mostly inhibitors | 330,000 compounds, 0.01% hits | AID 463254, 2010;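 further: potency means the concentration at half of the fitted maximal effect; plate controls were DMSO wells for no effect and full inhibition by NEM control for full effect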
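Cell-free coupled assay: 10nM USP2 core preincubated 30min RT with compound in Tris-HCl pH 8.0/CaCl2/CHAPS buffer, then 25nM Ub-CHOP2 and 25nM reporter substrate; fluorescence (Ex 485/Em 531) read after 60min RT, normalized to NEM inhibition, concentration-response curves fitted.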
PKM2 activator – qHTS Assay for Activators of Human Muscle isoform 2 Pyruvate Kinase | purified PKM2, Kinase-Glo ATP luminescence, activation; response scale: 0% is enzyme alone, no compound | Potency, µM (highest dose often 57.5 µM), for the others: at the top dose activation, hits mostly activators | 260,000 compounds, 0.34% hits; further: potency means the concentration at half of the fitted maximal effect; on the % scale 0 is the no-effect control and ±100 the full control effect; nearly all actives have a fitted effect of over 55% in size
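Purified hPK-M2 (>95%) run at intermediate activity with 0.1 mM ADP and 0.5 mM PEP in 50 mM imidazole pH 7.2, KCl, MgCl2; 1 h room temperature. ATP formed read by Kinase-Glo luminescence; normalized to uninhibited and no-enzyme controls.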
* marks the source's active call; other numbers are inactive results; ? = inconclusive; nt = no result given; [ ] = another dose, or the depositor's remark. Unless noted, the call rests on the fitted dose curve; in most records, active means well fitted curve in the direction sought with a large enough effect; inconclusive means small, poorly fitted or top-dose-only effect, or another doubt; inactive means no such curve, though single readings can be large; an effect the other way counts as inactive or inconclusive. A portion of the library (hit frequency here may not be typical).

SMILES	hERG WT inh	Menin-MLL TR inh	KCNH2 3.1 block	Giardia kill	MLL CXXC-DNA inh	GALK inh	FBPA coupling cs	B2AR arrestin	TRPV1 agonist	USP2a block	PKM2 activator
CN(C)C(=O)C(=O)c1c(-c2ccccc2)cc2ccccn12	4.5	-21.9%	-0.4	5.6	1.4%	0.2%	1.1	7.9%	0.3	0.2%	-0.5%
COCCNC(=O)CN(Cc1ccc(Cl)cc1)S(C)(=O)=O	0.8	nt	-10.7	6.8	1.9%	0.6%	0.8	0.0%	-4.4	1.1%	-6.0%
COc1ccc2cc(-c3[nH]ncc3CN3CCCCO3)ccc2c1	-26.4	-4.2%	4.1	10.0	-13.3%	-3.5%	-3.1	-0.4%	4.5	0.8%	-6.7%
Cc1ccc(Cl)cc1NS(=O)(=O)N1CCOCC1	1.1	nt	0.8	15.5	9.1%	-7.4%	nt	-0.5%	1.2	1.5%	0.5%
Cn1nnnc1SCC1=C(C(=O)O)N2C(=O)C(NC(=O)Cn3nc(C(F)F)cc3C3CC3)C2SC1 (stereo not given)	-1.2	-8.3%	5.8	-11.2	-2.7%	3.2%	-2.9	0.1%	-4.9	-2.0%	-7.0%
CCc1ccc(NS(=O)(=O)c2ccc3[nH]cc(C(=O)N(C)Cc4ccco4)c(=O)c3c2)cc1	15.5	9.6%	-6.2	3.7	1.1%	1.4%	0.3	-0.2%	3.2	0.5%	-6.2%
CC(C)N1CCN(C(=O)c2ccc(OC3CCN(CCc4ccccc4)CC3)cc2)CC1	-1.1	nt	nt	12.1	14.9%	-1.8%	nt	-0.3%	0.2	3.2%	-1.1%
O=C(Nc1ccc(S(=O)(=O)Nc2ncccn2)cc1)c1ccc(Br)o1	-2.5	13.8%	2.7	0.3	10.8%	8.3%	3.2	0.1%	-0.8	2.8%	-6.3%
Nc1nc(-c2ccc3ccccc3c2)cs1	-16.0	16.0%	2.6	-9.2	2.4%	5.3%	1.7	0.0%	0.7	0.7%	-4.5%
O=C(COc1c(Br)cc(Br)c2cccnc12)N1CCCCC1	-0.8	-3.2%	8.8	28.1	12.2%	9.7%	-11.0	-0.1%	9.7	-2.9%	nt
C=CCc1c(C)nc(SC)nc1Nc1ccc(C)cc1	8.2	nt	-11.3	5.5	9.2%	-1.2%	-7.2	0.3%	?	1.6%	-2.0%
COc1ccc(NC(=S)N(CCc2c(C)[nH]c3ccc(C)cc23)Cc2cccs2)cc1	-0.4	1.0%	-14.0	11.0	17.7%	nt	0.0	-0.1%	0.9	-3.3%	-0.7%
CCc1ccc(NC(=O)C2CC(=O)Nc3ncnn32)cc1 (stereo not given)	-3.7	-15.5%	16.1	-26.9	28.3%	-1.9%	-2.7	-0.5%	11.0	-0.4%	-18.2%
COC(=O)c1cc(Br)c(=O)n(-c2ccccn2)c1	-2.6	3.8%	0.0	-3.9	-0.8%	5.6%	2.6	0.1%	1.7	-0.1%	-5.5%
CCNC(=O)CSc1nnc(C2CC2)n1-c1ccccc1	-6.0	2.8%	14.7	2.8	-13.9%	1.9%	3.2	0.0%	2.4	0.2%	2.4%
Cc1onc(-c2ccccc2Cl)c1C(=O)Nc1ccc(S(=O)(=O)Nc2nccs2)cc1	6.3	?	16.0	9.6	-4.3%	-2.1%	10.5	0.0%	-0.6	0.0%	?
CCOc1ccccc1C(=O)N(CCC(=O)OC)c1ccccn1	14.5	-12.6%	10.9	-9.8	0.5%	0.1%	3.8	0.0%	26.0	1.9%	6.7%
C=CCNC(=O)C1CCCN(S(C)(=O)=O)C1 (stereo not given)	-4.4	-2.7%	7.9	-2.9	7.5%	-0.9%	0.5	-0.9%	1.3	2.8%	2.5%
CCOC(=O)c1sc(-c2ccc(Cl)cc2Cl)nc1O	-9.2	nt	28.1	-1.9	-3.7%	-1.0%	6.3	0.5%	-0.1	2.8%	2.6%
CC(=O)OC1c2ccccc2C(=O)N1Cc1ccccc1Cl (stereo not given)	-22.3	-1.2%	9.4	-22.9	-1.3%	-2.2%	-1.2	-0.1%	4.8	1.7%	-5.9%
O=C(N1CCOCC1)N1CCN(S(=O)(=O)c2cccc([N+](=O)[O-])c2)CC1	-14.2	1.6%	13.2	-5.1	9.7%	8.3%	-2.3	-0.8%	2.2	-1.9%	8.1%
CC1CCC(NC(=O)CN(C)CC(=O)Nc2ccc(F)cc2)CC1 (stereo not given)	-13.6	nt	0.5	-14.7	nt	nt	nt	0.0%	-0.2	0.5%	nt
COc1ccc(C(=O)OC(C)CN2CCN(C)CC2)cc1 (stereo not given)	-7.8	-17.6%	0.4	-7.4	-7.2%	0.9%	0.9	-0.1%	0.2	-0.6%	0.8%[11.5 µM]
CC(C)c1ccc(NC(=O)CSc2n[nH]c(=O)n2Cc2ccco2)cc1	-1.5	nt	-88.2*	7.9	-6.0%	-3.7%	-0.5	-0.3%	?	-1.6%	-0.2%
CCOCC(=O)Nc1cccc(Br)c1	0.7	-0.2%	3.2	17.2	2.6%	2.1%	2.1	0.0%	4.2	0.4%	-11.3%

(more compounds)
SMILES	hERG WT inh	Menin-MLL TR inh	KCNH2 3.1 block	Giardia kill	MLL CXXC-DNA inh	GALK inh	FBPA coupling cs	B2AR arrestin	TRPV1 agonist	USP2a block	PKM2 activator
CCc1cccc(CN2CCC(CNC(=O)Nc3ccc(Cl)cc3)CC2)c1	30.3	-5.2%	?	-4.8	8.4%	-0.6%	1.1	-1.2%	?	1.2%	-3.7%
COCCCNC(=O)c1cc(C)nc2ccc(F)cc12	-3.3	8.3%	-5.9	3.3	-10.6%	1.1%	-4.9	-0.5%	4.3	-0.9%	-4.4%
CN1C(=O)CC(N2CCN(CCN=CC3=C(O)CC(C)(C)CC3=O)CC2)C1=O (stereo not given)	-5.7	6.4%	0.1	19.9	-4.3%	1.2%	-0.4	-0.5%	0.1	-1.1%	-1.7%
COc1ccccc1NC(=O)Nc1cc(C(C)C)ccc1C	4.4	?	2.7	-4.2	1.0%	-1.1%	1.2	-0.3%	1.1	11.2%	-4.9%
COc1cc(OC)cc(C(=O)Nc2ccc(C(=O)Nc3ccccc3OC)cc2)c1	16.7	nt	-25.9	-1.4	nt	nt	nt	0.9%	nt	-0.9%	nt
COc1ccc(OC)c(S(=O)(=O)N2CCN(c3c(C)cccc3C)CC2)c1	10.6	-11.7%	-6.8	-7.7	-10.3%	-1.3%	-4.0	-0.1%	7.2	-1.8%	17.8%
O=C(OC(C(=O)Nc1ccc([N+](=O)[O-])cc1Br)c1ccccc1)c1ccccc1 (stereo not given)	1.0	?	-9.8	-13.0	12.7%	0.6%	-1.3	-0.5%	1.8	0.6%	-0.2%
CCc1ccc(/C=c2\s/c(=C\C(=O)C(C)(C)C)[nH]c2=O)cc1	0.4	nt	-16.3	-20.5	6.0%	-2.7%	-11.1	0.0%	-0.2	-20.4%	-17.1%
COC(=O)c1ccc(C)c(NC(=O)Cn2c(C)csc2=O)c1	0.1	nt	2.4	-3.3	nt	nt	nt	0.0%	nt	6.1%	nt
Cc1ccc(C(=O)Nn2cnnc2)cc1	-2.5	13.7%	-5.5	-1.8	7.1%	-4.7%	1.0	-0.7%	-0.8	-1.0%	nt
CCOC(=O)c1cnc2c(ccc3ccccc32)c1N	3.1	14.7%	-3.1	-8.4	31.1%[activator]	-1.8%	-0.7	-1.3%	-2.6	-3.2%	12.0%
COC(=O)c1cccc(COC(=O)c2cccnc2SC)c1	5.7	nt	-3.4	-1.1	2.6%	-1.4%	-0.6	-0.1%	4.6	0.0%	2.2%
Cc1c(C)c2ccc(OCC(=O)Nc3ccccc3C(N)=O)cc2oc1=O	-3.7	1.8%	3.6	-21.3	2.2%	nt	0.6	0.0%	-2.4	-0.8%	2.1%
C=CCN(C(=O)C1CSC2(C)CCC(=O)N12)c1nc(-c2ccccc2)cs1 (stereo not given)	5.5	nt	5.5	-16.0	nt	nt	nt	2.7%	-11.1	-11.5%	nt
